Rpn11 block: Rpn11 (human) deubiquitinase inhibition | O00487 | actives 0.59% (n = 360,000) | calls only at 20 µM | human 26S proteasome, Ub4-pepOG fluorescence polarization; 20S core pre-blocked with epoxomicin;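 active = inhibition at 20 µM, scaled to each plate's controls, above about 33%, limit read from the data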
DNMT1 inh: blocks human DNA methyltransferase DNMT1; P26358; DNMT1 molecular beacon, Hinp1I cleavage, fluorescence; actives 0.83% (n = 360,000); AID 588458; inhibition (reported as % activation of signal), % at 10 µM; in the data active = inhibition above about 50%
SKN-1 block: inhibitors of C. elegans SKN-1; C. elegans VP596 Pgst-4::GFP/RFP ratio, acrylamide-induced, 24 h; inhibition, % at 21.8 µM; actives 0.49% (n = 360,000);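 active = interference check ratio from 0.5 to 1.5 plus GFP to RFP signal ratio inhibition reaching or exceeding a fixed threshold, cut at about 30% in these data, passing the limit was not always enough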; note: some compounds called inactive have numbers as strong as hits
LMPTP inh: LMPTP (human) inhibition; actives 0.22% (n = 360,000); recombinant LMPTP-A, OMFP fluorogenic substrate, fluorescence intensity; P24666; inhibition, % at 20 µM; AID 651560;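 active = compounds that cut the enzyme signal by at least half of the control window in the single-dose screen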;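 note: plate controls were DMSO wells with enzyme plus substrate for no effect and substrate without enzyme for full effect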
Target sequence (P24666 whole entry, looked up): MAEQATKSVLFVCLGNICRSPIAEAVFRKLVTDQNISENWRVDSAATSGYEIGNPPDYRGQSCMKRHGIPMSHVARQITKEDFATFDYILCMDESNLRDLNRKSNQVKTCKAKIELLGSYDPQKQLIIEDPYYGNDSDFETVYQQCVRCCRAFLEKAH
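Test system: LMPTP-A phosphatase enzyme; input: 0.625 nM LMPTP-A final; reagent: OMFP substrate, 400 µM final; compound dosing: 20 µM single dose, 3% DMSO; incubation: 50 min dark incubation at room temperature; measured by: endpoint fluorescence intensity from OMFP dephosphorylation; measure: % inhibition relative to no-enzyme and uninhibited control wells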
NadD inh: NadD (S. aureus) enzyme inhibition; purified NadD enzyme, colorimetric absorbance read-out; AID 602399; actives 0.78% (n = 360,000); inhibition, % at 20 µM; in the data active = inhibition above about 26%; note: some compounds past the cut are filed as inactive
MT1-MMP act inh: MT1-MMP (human) activation inhibition; AID 651647; P50281; GFP/RFP ratio change, % at 20 µM; HT1080 RFP-PRO-GFP cells, GFP/RFP ratio fluorescence, overnight; percent of plate control window, DMSO zero; actives 0.061% (n = 360,000);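 active = GFP/RFP ratio change of at least 30% with cell ATP level not reduced by more than half and red fluorescence within 50% of control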; note: strong numbers were not always called active
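Assay system: RFP-PRO-GFP reporter HT1080 cells; read-out basis: GFP/RFP fluorescence ratio; benchmarks: DMSO wells and RFP-L50D-GFP cells; doses: 20 µM single dose, 1% DMSO; schedule: overnight cell settling, then overnight compound exposure, 37 °C, 5% CO2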
CendR NRP1 mod: alters CendR peptide binding to human NRP-1. O14786. actives 0.85% (n = 360,000). AID 602438. FAM-RPARPAR peptide binding to NRP-1, fluorescence polarization. inhibition, % at 25 µM;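 active = inhibition or corrected inhibition above about 18%, plus a signal ratio from 0.5 to 1.5, limit read from the data, passing the limit was not always enough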; note: strong numbers were not always called active
STEP inh: inhibitors of human striatal-enriched phosphatase STEP. P54829. recombinant STEP, OMFP fluorogenic substrate, fluorescence. inhibition, % at 20 µM. actives 0.25% (n = 360,000);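 active = inhibition at 20 µM, scaled per plate between control wells, above about 37%, limit read from the data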;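 note: 0% = DMSO with enzyme and substrate and 100% = substrate only without enzyme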
Target sequence (P54829 whole entry, looked up): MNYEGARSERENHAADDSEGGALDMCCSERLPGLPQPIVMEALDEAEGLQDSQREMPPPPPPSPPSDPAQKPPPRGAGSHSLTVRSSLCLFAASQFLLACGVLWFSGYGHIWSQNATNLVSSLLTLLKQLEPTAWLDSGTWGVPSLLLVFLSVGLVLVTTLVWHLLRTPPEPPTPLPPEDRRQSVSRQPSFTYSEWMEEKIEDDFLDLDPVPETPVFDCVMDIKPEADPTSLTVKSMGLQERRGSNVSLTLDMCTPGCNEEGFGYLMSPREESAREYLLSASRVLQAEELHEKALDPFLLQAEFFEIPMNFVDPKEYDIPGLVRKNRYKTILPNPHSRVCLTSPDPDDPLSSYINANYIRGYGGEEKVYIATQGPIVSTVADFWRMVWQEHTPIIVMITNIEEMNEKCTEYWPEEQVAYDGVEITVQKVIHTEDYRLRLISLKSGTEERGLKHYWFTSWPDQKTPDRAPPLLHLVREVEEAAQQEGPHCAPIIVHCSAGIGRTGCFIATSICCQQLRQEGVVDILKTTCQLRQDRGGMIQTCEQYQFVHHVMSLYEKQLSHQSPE
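Measure: Control-normalized % inhibition with plate pattern correction | Test system: STEP phosphatase, cell-free reaction | Medium: pH 6.0 Bis-Tris with DTT and Tween 20 | Technique: Fluorescence, 480/540 nm | Times: Reaction 20 min, ambient temperature | Doses: Single compound dose of 20 µM, 1% DMSO final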
SUMO1 PPI mod: modulators of human SUMO1-mediated protein-protein interactions | SUMO1 binding to a labelled peptide, TR-FRET, 1 h | inhibition, % at 20 µM | actives 0.33% (n = 360,000); in the data active = inhibition above about 37%
Scp-1 inhibitor: Scp-1 (human) phosphatase inhibition | Q9GZU7 | Recombinant Scp1, phosphopeptide, malachite green phosphate absorbance | inhibition, % at 20 µM | actives 0.88% (n = 340,000) | AID 493091;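 active = inhibition above about 50% at 20 µM, limit read from the data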;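 note: plate controls were DMSO wells with enzyme for no effect and wells lacking enzyme for full effect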
Target sequence (Q9GZU7 76-261 limits assumed): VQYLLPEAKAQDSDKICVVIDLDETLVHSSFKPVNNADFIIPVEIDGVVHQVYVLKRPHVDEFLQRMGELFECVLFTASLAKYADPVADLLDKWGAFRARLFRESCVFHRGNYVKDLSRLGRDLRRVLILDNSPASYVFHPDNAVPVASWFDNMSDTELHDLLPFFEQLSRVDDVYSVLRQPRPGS
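assay system = SCP-1 phosphatase catalytic domain, residues 76-261 | buffer or medium = 50 mM Tris acetate pH 5.5, 0.005% Tween-20, 10 mM MgCl2 | incubation = enzyme reaction 45 min at room temperature, colour 5 min, stabilisation 30 min | signal = Phosphate-binding colour reagent, absorbance read at 630 nm | measure = % inhibition at 20 µM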
The depositor's hits bear a star; i = inactive; / = not tested or not shown.

SMILES	LMPTP inh	CendR NRP1 mod	STEP inh	NadD inh	Scp-1 inhibitor	MT1-MMP act inh	Rpn11 block	DNMT1 inh	SUMO1 PPI mod	SKN-1 block
CCOC(=O)c1ccc(NC(=O)CN2CCN(CCN=CC3=C(O)CC(C)(C)CC3=O)CC2)cc1	-2.5	20	2	0	-10	5	i	1	0	9
O=C(Nc1ccccc1)c1ccccc1Oc1ccc(C(F)(F)F)cc1[N+](=O)[O-]	2.6	2	-2	1	39	1	i	10	-6	0
Cc1cc(C)cc(NC(=O)N2CCCN(c3ncccc3[N+](=O)[O-])CC2)c1	2.5	-17	-2	-7	-8	2	i	-1	-17	-8
CCN(CC)CCNC(=O)CCN1N=C(c2ccccc2)CCC1=O	-3.5	5	1	-4	-4	1	i	1	-2	13
CC(=O)C(Cc1ccccc1)NC(=O)CN1CCN(Cc2ccccc2)CC1 (stereo not given)	-1.8	0	-1	4	1	-1	i	-2	-1	5
COc1ccc(N2CCN(C(=O)/C=C/[C@H]3O[C@@H](n4ccc(=O)[nH]c4=O)[C@H](O)[C@@H]3O)CC2)cc1	-0.5	-7	-2	-3	/	3	i	5	0	-5
O=C(Nc1cccc(F)c1)Nc1nnc([C@@H]2O[C@H](CO)[C@@H](O)[C@H]2O)s1	1.2	11	0	4	/	-4	i	3	-2	2
Cc1ccc(NC(=O)CN(C2=NC3CS(=O)(=O)CC3S2)c2ccccc2)cc1 (stereo not given)	-0.3	4	2	0	/	2	i	0	-6	-5
CN(CC(=O)NCc1ccccc1Cl)S(=O)(=O)c1cccs1	-0.5	-1	3	2	-1	2	i	-1	-8	14
COc1ccc(CNc2ccc(C(=O)O)cc2)cc1	-2.1	5	-1	-2	-4	-2	i	6	-1	25
CCC(C)Oc1nc(C)cc(C)c1S(=O)(=O)c1ccccc1C (stereo not given)	2.7	-1	3	1	-8	-6	i	-2	4	19
COc1ccc(N2CC(NS(=O)(=O)c3cccnc3)CC2=O)cc1OC (stereo not given)	-0.6	2	-1	0	-3	9	i	0	-1	3
CCCc1nn2c(=O)cc(CSCC(=O)Nc3nnc(CC)s3)nc2s1	-0.8	-6	-1	-3	1	-1	i	3	1	8
CNC(=O)NC(=O)COC(=O)CCCSc1nc2ccccc2s1	-1.4	-1	-4	3	0	2	i	-1	-6	5
CCOC(=O)C1=C(COC(=O)c2cccc(N(C)C)c2)NC(=O)NC1C (stereo not given)	-0.2	-5	-1	-5	-1	4	i	0	3	-29
COCc1cc(C)nc2sc(C(=O)Nc3ccc(OC)cc3)c(N)c12	0.4	-6	-2	6	0	2	i	-2	-28	-1
CN(C)C(=O)c1ccc(-c2n[nH]c(=O)c3ccccc23)cc1	-2.1	2	-2	-4	11	-7	i	5	-4	7
COc1ccc(/C=N/n2c(C)nc3c([nH]c4ccccc43)c2=O)cc1CN1CCCC(C)(C)C1	1.2	0	10	-10	-4	0	i	54*	-3	-4
O=c1c2ccccc2ccc2ccc(P(=O)(O)O)cc12	-0.8	21	3	1	-8	2	i	4	-12	7
COc1ccc(C2CC(c3cccs3)=NN2c2ccc(F)cc2)cc1OC (stereo not given)	1.6	4	-3	-1	-6	0	i	3	-5	1
O=C(NCCN1CCN(C(=O)c2cccs2)CC1)c1cccs1	-1.2	-8	-14	7	0	-2	i	2	-2	-1
COc1ccc(S(=O)(=O)NN=C2CCCC2)cc1	-1.5	5	-1	-6	0	4	i	1	-2	-3
O=C1CC[C@@H]2C[C@@]3(C[C@@H]4CCN1[C@H]24)Nc1cc([N+](=O)[O-])ccc1NC3=NCc1ccccc1	-0.2	-4	-2	0	4	8	i	1	-37	-7
CCOc1ccc2oc(C(=O)OCC(=O)N3CC(C)OC(C)C3)c(C)c2c1 (stereo not given)	-0.9	4	-2	0	-10	2	i	1	-3	0
Cc1ccc(C(C)C)c2oc(=O)cc(-c3ccc(-c4ccc(C(F)(F)F)cc4)cc3)c12	-0.1	3	6	7	-1	-12	i	12	-2	21

The last 7 compounds of the part before lead into the next:
SMILES	LMPTP inh	CendR NRP1 mod	STEP inh	NadD inh	Scp-1 inhibitor	MT1-MMP act inh	Rpn11 block	DNMT1 inh	SUMO1 PPI mod	SKN-1 block
O=c1c2ccccc2ccc2ccc(P(=O)(O)O)cc12	-0.8	21	3	1	-8	2	i	4	-12	7
COc1ccc(C2CC(c3cccs3)=NN2c2ccc(F)cc2)cc1OC (stereo not given)	1.6	4	-3	-1	-6	0	i	3	-5	1
O=C(NCCN1CCN(C(=O)c2cccs2)CC1)c1cccs1	-1.2	-8	-14	7	0	-2	i	2	-2	-1
COc1ccc(S(=O)(=O)NN=C2CCCC2)cc1	-1.5	5	-1	-6	0	4	i	1	-2	-3
O=C1CC[C@@H]2C[C@@]3(C[C@@H]4CCN1[C@H]24)Nc1cc([N+](=O)[O-])ccc1NC3=NCc1ccccc1	-0.2	-4	-2	0	4	8	i	1	-37	-7
CCOc1ccc2oc(C(=O)OCC(=O)N3CC(C)OC(C)C3)c(C)c2c1 (stereo not given)	-0.9	4	-2	0	-10	2	i	1	-3	0
Cc1ccc(C(C)C)c2oc(=O)cc(-c3ccc(-c4ccc(C(F)(F)F)cc4)cc3)c12	-0.1	3	6	7	-1	-12	i	12	-2	21
COc1ccc(N2C(=O)CC(N3CCC(C(N)=O)CC3)C2=O)cc1 (stereo not given)	-1.1	-1	11	-7	-8	1	i	-1	0	-2
Cc1nc2ccccn2c1C(=O)CSc1cccc(Cl)c1	1.7	3	4	2	1	5	i	1	3	97
CCn1c(COc2ccc(Cl)cc2)nnc1SCc1nc2ccccc2[nH]1	-0.6	-16	14	1	5	-5	i	0	-1	13
O=c1c2cc3c(cc2[nH]c(=S)n1Cc1ccco1)OCO3	1.8	-17	9	14	-11	-2	i	14	10	40*
C=Cc1ccc(Cn2nc(-c3ccc(C)cc3)ccc2=O)cc1	5.3	-5	-2	-2	-14	2	i	3	-8	6
CN1CCCN(Cc2nc(-c3ccc(Cl)cc3)no2)CC1	-1.7	5	2	-3	-7	-2	i	-2	2	0
CC(C)=CCC[C@H](C)C[C@@H]1Cc2[nH][nH]c(=O)c2[C@H](c2ccc(Cl)cc2)O1	2.0	-4	/	5	/	5	/	/	6	3
O=C(CCCN1C(=O)/C(=C/c2cccc(Br)c2)SC1=S)NCCCN1CCOCC1	-3.0	2	2	-5	-7	5	i	-1	-39	2
CC(C)C[C@@H](C(=O)NC1CCN(Cc2ccccc2)CC1)N1C(=O)N2CCc3c([nH]c4ccccc34)[C@@]2(C)C1=O	-1.2	-19	-1	18	7	-2	i	-14	-6	-5
Cc1ccn2c(C(=O)N/N=C\c3ccccc3[N+](=O)[O-])c(C)nc2c1	-0.7	-3	1	1	-8	-6	i	-2	-12	5
COc1cccc(-c2nc3nc(C)cc(C)n3c2NC2CCCCC2)c1	0.5	-9	/	7	/	4	/	/	0	-4
COc1ccccc1-n1cnc2cc(NCc3ccco3)ccc21	-0.1	-9	0	4	-11	1	i	-7	-4	-14
O=C(COc1ccc(Br)cc1)NCCCNC(=O)c1cnccn1	0.5	16	-3	-1	-8	2	i	0	2	6
Cc1ccc(NC(=O)/C(C#N)=C/c2cccs2)c(C)c1	-0.1	-2	-1	2	-7	-6	i	1	-1	-4
CC1(C)Nc2ccccc2N(CC(=O)N2CCCCC2)C1=O	0.3	-77	-2	0	5	-1	i	0	3	0
CC(OC(=O)/C=C/c1ccccc1)C(=O)NC1CCCCC1C (stereo not given)	0.4	4	-2	9	-3	16	i	2	-5	14
CCOC(=O)C(=O)NCc1ccc(/C=C2/N=C(C)C(C(=O)OCC)=C2O)o1	0.7	-16	-3	-1	-1	-15	i	15	-4	19

A draw from above in order of heavy-atom count, low to high:
SMILES	LMPTP inh	CendR NRP1 mod	STEP inh	NadD inh	Scp-1 inhibitor	MT1-MMP act inh	Rpn11 block	DNMT1 inh	SUMO1 PPI mod	SKN-1 block
O=c1c2cc3c(cc2[nH]c(=S)n1Cc1ccco1)OCO3	1.8	-17	9	14	-11	-2	i	14	10	40*
O=C(COc1ccc(Br)cc1)NCCCNC(=O)c1cnccn1	0.5	16	-3	-1	-8	2	i	0	2	6
CC(C)=CCC[C@H](C)C[C@@H]1Cc2[nH][nH]c(=O)c2[C@H](c2ccc(Cl)cc2)O1	2.0	-4	/	5	/	5	/	/	6	3
